KB-3-1 cytotox: KB-3-1 parental cell cytotoxicity | KB-3-1 viability, CellTiter-Glo ATP luminescence, 72 h | Potency, µM (titrated, usually from 46.1 µM), for the others: top-dose activity change, negative = cytotoxic, actives largely listed as cytotoxic | 400,000 compounds, 1.4% hits; note: potency is the fitted concentration of half-maximal effect; % is set by controls: 0 for no effect and ±100 for the full control effect; nearly all actives have a fitted effect of over 60% in size
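Cytotoxicity measured as CellTiter-Glo luminescence after 72 h at 37 C. Compound titrations were pinned onto drug-naive KB-3-1 parental adenocarcinoma cells grown in DMEM with 10% FBS, and normalized data fitted to concentration-response curves.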
HepG2 viability: counter-screen for TGF-b inhibitors: cytotoxicity in HepG2 cells | Potency, µM (titrated, usually from 46.1 µM), for the others: at the top dose activity change, negative = cytotoxicity, most hits filed as cytotoxic | HepG2 CAGA-GFP viability, ATP luminescence, 18 h | 410,000 compounds, 0.76% hits; note: potency is the fitted concentration of half-maximal effect; some results filed as inactive show a strong effect at the top dose
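CellTiter-Glo luminescence gave cytotoxicity after 18 hours at 37 degrees C. The cells were HepG2 CAGA-GFP in 1% FBS DMEM, stimulated with 500 pg/mL TGF-beta after compound addition. %Activity was normalised to no-cell wells (complete cell-killing) and DMSO (no toxicity), and curves were fitted and classified.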
HT1080-NT tox: kills 2HG-producing HT-1080-NT fibrosarcoma cells; HT-1080-NT fibrosarcoma viability, CellTiter-Glo ATP luminescence, 48 h; Potency, µM (titrated, usually from 46.1 µM), without a hit: top-dose activity, negative = less viability, hits mostly cytotoxic; 360,000 compounds, 1.6% hits; AID 686970;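 note: NT is the 2HG producing partner of a matched IDH1 knockdown line; potency is the fitted concentration of half-maximal effect; 0% = DMSO-treated cells and -100% = media-only wells without cells; nearly all actives have a fitted effect of over 55% in size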
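HT-1080-NT; 750 cells/well; 5% FBS RPMI; 48 h compound, 37 degrees C; CellTiter-Glo luminescence; curve fitting and curve-class assignment.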
HT1080 IDH1KD tx: HT-1080 IDH1 knockdown cell toxicity (counter line); HT-1080 IDH1 knockdown viability, ATP luminescence, 48 h; Potency, µM (top dose mostly 46.1 µM), for inactives: at the highest dose activity, negative = toxicity, hits mostly cytotoxic; 360,000 compounds, 2% hits; AID 686971;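 note: potency is the fitted concentration of half-maximal effect; 0% = DMSO wells and -100% = cell-free medium wells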
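% activity derives from luminescence (CellTiter-Glo), normalised to DMSO and no-cell wells. HT-1080-IDH1KD cells, 750/well, had 48 h compound exposure at 37 °C.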
MCF10A rereplic: inducers of DNA re-replication in MCF 10A breast cells; MCF 10A DNA re-replication, Hoechst nuclear intensity, 48 h; Potency, µM (highest dose often 46.1 µM), inactives show top-dose activity, positive = re-replication, most hits filed as activators; 350,000 compounds, 2.9% hits; AID 624296; note: potency is the fitted concentration of half-maximal effect; % of control where 0% means no effect; nearly all actives have a fitted effect of over 50% in size
SW480 rereplic: DNA re-replication induction in SW480 cells; Potency, µM (titrated, usually from 46.1 µM), inactives show top-dose re-replication activation, usual class: activators; AID 624297; 340,000 compounds, 1.8% hits; SW480 DNA re-replication, Hoechst DNA content imaging, 48 h; note: potency is the fitted concentration of half-maximal effect; % of control where 0% means no effect; nearly all actives have a fitted effect of over 55% in size
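First, 250 cells per well were seeded. Next, compound or vehicle (23 nL) was pinned in, plates sat 48 hr at 37 C. Finally Hoechst was added for 40 min before fluorescence scanning.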
ATXN2 expr inh: inhibitors of ATXN2 expression. HEK-293 ATXN2-luciferase reporter, luminescence, 24 h. Potency, µM (highest dose often 57 µM), for the others: at the top dose activity change, negative = inhibition, actives largely listed as inhibitors. 360,000 compounds, 0.72% hits; note: potency is the fitted concentration of half-maximal effect; % is set by controls: 0 for no effect and ±100 for the full control effect; nearly all actives have a fitted effect of over 55% in size
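qHTS (up to 57 uM final) was run with 24 h compound exposure of reporter cells at 37 °C. Each well was multiplexed: SteadyGlo luminescence measured ATXN2-luciferase expression after a fluorogenic Gly-Phe-AFC viability readout (25 uM final).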
ATXN viability: cell viability loss in ATXN counter-screen | AID 651635 | S2 cells (HEK-293 line with an ATXN2-luciferase reporter) viability, CellTiter-Fluor protease fluorescence, 24 h | 400,000 compounds, 0.49% hits | Potency, µM (top dose mostly 56.7 µM), actives largely listed as cytotoxic; note: potency is the fitted concentration of half-maximal effect; nearly all actives have a fitted effect of over 40% in size
IL-1B inflam inh: inflammasome signaling inhibition, IL-1 beta readout; 360,000 compounds, 4.7% hits; THP-1 LPS/ATP IL-1B secretion, AlphaLISA, 16 h; stronger effect = lower value; activity change, % at 57.5 µM; in the data active = activity change below about -50%; inconclusive = mostly about -30% to -49%; note: % is set by controls: 0 for no effect and ±100 for the full control effect
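THP-1 cells pretreated 1 hr with compounds (up to 57.5 uM final), then stimulated with LPS (250 ng/mL final) plus ATP (1.25 mM final); secreted IL-1B measured by AlphaLISA after 16 hr, decreased signal indicating inhibition.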
* marks the source's active call; other numbers are inactive results; i = inactive; ? = inconclusive; . = not tested or not shown; & = joins results of further samples; [ ] = remark or other dose. Unless noted, calls come from the whole dose curve; as a rule, active = well fitted curve in the direction sought with a large enough effect; inconclusive = small, poorly fitted or top-dose-only effect, or another doubt; inactive = no such curve, though single readings can be large; an effect the other way counts as inactive or inconclusive. Rows are unselected; about 8.9% have a hit in one of these screens.

Fields: IL-1B inflam inh, ATXN2 expr inh, SW480 rereplic, HepG2 viability, MCF10A rereplic, ATXN viability, HT1080 IDH1KD tx, HT1080-NT tox, KB-3-1 cytotox
> CCNC(=O)N(CC)C[C@H]1N[C@@](Cc2ccccc2)(C(=O)OC)[C@H]2C(=O)N(C)C(=O)[C@@H]12
→ 24, 2%, ?, 7%, -6%, i, 8%, 17%, 15%
> COc1ccc(NC(=O)c2cc(-c3ccccc3)nc3c2cnn3C(C)C)cc1
→ -70*, 7%, ?, -31%, ?, i, -17%, -1%, ?
> COC(=O)c1c(O)c2ccccc2[nH]c1=O
→ -13, 2%, 7%, -13%, 6%, i, 4%, 5%, -6%
> COc1ccc(OCCSc2nnc(CC(=O)Nc3cccc(Cl)c3Cl)n2C)cc1
→ 0, 9%, 12%, 0%, 18%, i, -24%, 9%, 3%
> CN1CCN(C(=O)c2cc(Cl)cc(Cl)c2)CC1
→ -24, 6%, 7%[1.84 µM], -2%, ?, i, 0%, -5%, 10%
> COc1cccc(CN2CC(C(=O)NCCC3=CCCCC3)CCC2=O)c1 (configuration not stated)
→ 24, 19%, -3%, -3%, 3%, i, 1%, 1%, -3%
> Nc1cnccc1Oc1cccc(C(F)(F)F)c1
→ 0, -5%, -13%, -55%, -3%, i, -1%, 5%, -1%
> COc1ccc(-c2nc(CN3CCC(C(=O)N4CCOCC4)CC3)c(C)o2)cc1C
→ -8, -1%, 10µM*, 0%, -1%, i, 1%, -10%, -4%
> CC12CC3CC(C)(C1)CC(C(=O)N1CCCC1)(C3)C2
→ 7, -14%, -3%, -17%, 14%, i, 1%, 12%, -24%
> C=C(Br)Cn1cnc2ccccc21
→ -5, -9%, -1%, -63%, 26%, i, 14%, 5%, -2%
> Cc1ccc(CS(=O)(=O)CCC(=O)NC2CC2)cc1
→ 5, 1%, -5%, 4%, -19%, i, 17%, 11%, -3%
> Cc1ccc(-c2nn(-c3ccccc3)cc2C(=O)Nc2cccc(S(=O)(=O)N3CCOCC3)c2)cc1
→ -2, -21%, 3%, 19%, 1%, i, 10%, -1%, -3%
> Cc1nccn1-c1c2c(c(C#N)c3nc4ccccc4n13)CCC2
→ 19, -20%, -2%, 11%, -3%, i, -7%, -5%, 0%
> CCCOC(c1ccccc1)(c1ccccc1)C(Oc1nc(C)cc(C)n1)C(=O)O (configuration not stated)
→ 67, 4%, -3%, -13%, -2%, i, 9%, 10%, -1%
> O=C(CSc1ccc2c(c1)OCCO2)N1CCN(c2ccccc2)CC1
→ -22, 14%, -10%, -4%, -2%, i, 10%, 9%, -1%
> Cc1cc(C)n2nc(C(=O)OC(C)C(=O)c3cc(C)c(C)cc3C)nc2n1 (configuration not stated)
→ -1, 1%, -1%, -8%, 2%, i, 2%, -3%, -3%
> CSc1nsc(SC)c1C(=O)Nc1ccc(C(C)(C)C)cc1
→ 46, 34%, 10%, -5%, ?, i, -3%, 0%, 0%
> NC(=O)c1c(NC(=O)C2CCCO2)sc2c1CCCC2 (configuration not stated)
→ -14, 38%, -5%, -21%, 1%, ?, 9%, 17%, 12%&0%
> Cc1ccc(NC(=O)CN2C(=O)NC3(CCCc4ccccc43)C2=O)c(Cl)c1 (configuration not stated)
→ 9, -14%, -1%, 3%, ?, i, -9%, ?, -2%
> CCNC(=O)c1cccc(S(=O)(=O)N2CCCCCC2)c1
→ 11, 3%, -689%[inhibitor], 3%, -3%, i, 1%, 4%, 2%
> O=C(NCCc1ccc(F)cc1)C(=O)NCC1CCCN1S(=O)(=O)c1cccs1 (configuration not stated)
→ -15, -38%, ?, -6%, ?, i, ?, -13%, ?
> CC(C)CC(c1nnnn1Cc1ccco1)N1CCN(C2CCCC2)CC1 (configuration not stated)
→ -21, 3%, 3%, 2%, 22%, ?, 2%, 3%, 8%
> COc1ccccc1NC(=O)COC(=O)c1ccc(S(=O)(=O)NCc2ccco2)cc1
→ 29, 101%[activator], -6%, 1%, -1%, i, 20%, 1%, 3%
> CC(C)CCSc1nc(N2CCOCC2)c2c(c1C#N)CC(C)(C)OC2
→ 7, 10%, 22%, 2%, ?, i, ?, ?, 0%
> Cc1nn(C)c2c1c(-c1ccccc1)cc(=O)n2Cc1ccccc1Cl
→ ., 9%, ., -3%, ., i, ., ., 9%
> O=C(COC(=O)C1CC2C=CC1C2)NCc1ccccc1Cl (configuration not stated)
→ 12, 0%, -1%, 3%, 2%, i, 5%, 12%, -4%
> CN(C(=O)c1cccc(NC(=O)Cc2ccc(NC(=O)C3CCN(C(=O)CCc4ccccc4)CC3)cc2)c1)C1CC1
→ 11, 0%, 19%, -6%, 2%, i, 4%, 0%, 0%
> CCn1c(Cc2cccc3ccccc23)nnc1SCC(=O)Nc1nccs1
→ 16, -14%, -7%, 2%, -2%, i, 3%[9.24 µM], -10%, -16%
> COc1ccc(CC(=O)N/N=C(\C)CC(=O)Nc2cccc(F)c2)cc1
→ 31, 1%, -2%, -35%, 9%, i, 3%, 5%, ?
> Cc1cc(C)nc(SC2CCCCC2NS(=O)(=O)c2ccccc2)n1 (configuration not stated)
→ 3, 11%, -3%, 4%, 4%, i, 17%, 18%, -11%
> Cc1cccc(C)c1N(CC(=O)N1CCOCC1)S(C)(=O)=O
→ 9, -10%, -5%, 8%, 2%, i, ?, 22%, 2%
> C[C@@]12CCC[C@H](O1)[C@@H]([C@H](O)c1ccccc1)O2
→ -6, 1%, 17%, 1%, ?, i, 14%, 8%, 0%
> COc1ccc([C@H]2CC(=O)C=C(c3cccc(Cl)c3)C2)cc1OC
→ -66*, 3%, -3%[9.22 µM], -2%, 6%, i, 3%, 6%, -7%
> Cc1onc(-c2ccccc2Cl)c1C(=O)N1CCOC12CCCCC2
→ 18, 2%, 19%[1.84 µM], -17%, 2%, i, 7%, 11%, 12%
> Cc1cc(C)c(C)c(S(=O)(=O)Nc2ccc(OCC(=O)O)cc2)c1C
→ 14, -2%, 4%, 2%, 23%, i, 0%, 0%, ?
> CCOc1ccccc1NC(=O)c1cc(=O)c2ccc(C)cc2o1
→ ., 12%, ., -2%, ., i, ., ., 10%
> COc1ccc(-n2cnnc2SCC(=O)NC2CCS(=O)(=O)C2)cc1 (configuration not stated)
→ 26, 1%, -3%, -6%, 0%, i, 14%, 9%, 1%
> CCC(C)c1ccc(NC(=O)COC(=O)C2CCCC2)cc1 (configuration not stated)
→ 1, 11%, -1%, -2%, -3%, ?, 7%, 0%, .
> COc1cc(C(=O)NCC(=O)NCC2COc3ccccc3O2)cc(OC)c1OC (configuration not stated)
→ 3, 4%, -3%, -1%, 1%, ?, 2%, 0%, 3%
> CC(OC(=O)C(C)N1C(=O)C2C3C=CC(C4CC34)C2C1=O)C(=O)c1ccccc1 (configuration not stated)
→ -21, 2%, 0%, -20%, ?, i, 0%, 1%, 2%
> CC(=O)NNc1nc(-c2ccccc2)c2cc(Br)ccc2n1
→ -13, 1%, -3%, -10%, 4%, i, -7%, -22%, -1%
> CC(=O)Nc1cccc(-c2csc(C(O)c3ccc(F)cc3)n2)c1 (configuration not stated)
→ 62, 2%, ., -7%, ., i, -2%, 0%, 0%
> CCCC1(CCC)NC(=O)N(CC(=O)N2CCN(C(=O)c3ccco3)CC2)C1=O
→ -24, 0%, 4%, 9%, -3%, i, 5%, 14%, 14%
> Cc1ccccc1S(=O)(=O)N(C)C[C@H]1OCc2cn(nn2)CCCC(=O)N([C@H](C)CO)C[C@@H]1C
→ -25, -8%, ., 3%, ., i, 28%, 1%, 0%
> Cc1ccccc1C(=O)NCC(=O)OC1CCCCC1=O (configuration not stated)
→ -3, -19%, 0%, 0%, 9%, i, -3%, -3%, -22%
> Cc1ccccc1C1c2[nH]c3ccccc3c2CCN1C(=O)c1ccc(=O)n(C)n1 (configuration not stated)
→ 76, ?, -10%, -20%, -10%, i, ?, ?, -4%
> O=C(Cn1cc([N+](=O)[O-])cn1)Nc1ccccn1
→ -3, -9%, 35%, 3%, -1%, i, -7%, 0%, 1%
> Cc1nc2ccc(-c3nc4cc(N)ccc4o3)cc2[nH]1
→ -14, -38%, 3%, -43%, 20%, i, -10%, -2%, -3%

No new results follow: 10 of the compounds above.
Fields: IL-1B inflam inh, ATXN2 expr inh, SW480 rereplic, HepG2 viability, MCF10A rereplic, ATXN viability, HT1080 IDH1KD tx, HT1080-NT tox, KB-3-1 cytotox
> COc1cc(C(=O)NCC(=O)NCC2COc3ccccc3O2)cc(OC)c1OC (configuration not stated)
→ 3, 4%, -3%, -1%, 1%, ?, 2%, 0%, 3%
> CC(OC(=O)C(C)N1C(=O)C2C3C=CC(C4CC34)C2C1=O)C(=O)c1ccccc1 (configuration not stated)
→ -21, 2%, 0%, -20%, ?, i, 0%, 1%, 2%
> CC(=O)NNc1nc(-c2ccccc2)c2cc(Br)ccc2n1
→ -13, 1%, -3%, -10%, 4%, i, -7%, -22%, -1%
> CC(=O)Nc1cccc(-c2csc(C(O)c3ccc(F)cc3)n2)c1 (configuration not stated)
→ 62, 2%, ., -7%, ., i, -2%, 0%, 0%
> CCCC1(CCC)NC(=O)N(CC(=O)N2CCN(C(=O)c3ccco3)CC2)C1=O
→ -24, 0%, 4%, 9%, -3%, i, 5%, 14%, 14%
> Cc1ccccc1S(=O)(=O)N(C)C[C@H]1OCc2cn(nn2)CCCC(=O)N([C@H](C)CO)C[C@@H]1C
→ -25, -8%, ., 3%, ., i, 28%, 1%, 0%
> Cc1ccccc1C(=O)NCC(=O)OC1CCCCC1=O (configuration not stated)
→ -3, -19%, 0%, 0%, 9%, i, -3%, -3%, -22%
> Cc1ccccc1C1c2[nH]c3ccccc3c2CCN1C(=O)c1ccc(=O)n(C)n1 (configuration not stated)
→ 76, ?, -10%, -20%, -10%, i, ?, ?, -4%
> O=C(Cn1cc([N+](=O)[O-])cn1)Nc1ccccn1
→ -3, -9%, 35%, 3%, -1%, i, -7%, 0%, 1%
> Cc1nc2ccc(-c3nc4cc(N)ccc4o3)cc2[nH]1
→ -14, -38%, 3%, -43%, 20%, i, -10%, -2%, -3%
